NLRP3 yeast inh: NALP3 inhibition in yeast. Yeast reconstituted NLRP3/ASC/caspase-1, beta-gal luminescence, 24 h. inhibition, % at 10 µM. 0.39% of 330,000 active. AID 2825;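 active means inhibition of 50% or more; inactive means inhibition below 50%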;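 further: plate controls were induced DMSO wells for no effect and uninduced yeast grown without galactose for full effect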
hIAP block: blocks human intestinal alkaline phosphatase | P09923 | purified IAP, CDP-Star luminescence, 30 min | inhibition, % at 10 µM | 0.12% of 330,000 active | AID 2544;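 active means inhibition reaching a set limit with compound at 10 µM in the primary screen, cut at about 35% in these data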;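 further: plate controls were DMSO wells with enzyme for no effect and no-enzyme buffer wells for full effect; values of inactives mirror those of a sister screen read the other way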
tim10-1 inh: inhibits growth of tim10-1 mutant yeast. S. cerevisiae tim10-1 ts strain growth, BacTiter-Glo, 24 h. inhibition, % at 20 µM. 2.2% of 330,000 active;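 active means inhibition of at least 40%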;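 further: mutant grown at 25 °C; 0% = DMSO wells with yeast and 100% = wells holding no yeast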
mIAP act: mouse IAP activation; activation factor at 10 µM; muIAP, CDP-Star luminescence, 30 min; stronger effect = higher value; 1 = vehicle-only enzyme signal, 0 = enzyme-free wells; AID 2805; 0.24% of 330,000 active;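 active means activation factor of at least 2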; further: the source names both 10 and 20 µM as test concentration; values of inactives mirror those of a sister screen read the other way
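also added = chemiluminescent substrate CDP-Star | test system = mouse IAP enzyme | signal = chemiluminescence readout | compound = DMSO-dissolved test compounds | incubation = 30 min at room temperature | benchmarks = DMSO wells, no-enzyme wells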
TIM10 inh: growth inhibitors of TIM10 yeast strain. inhibition, % at 10 µM. 1.4% of 330,000 active. S. cerevisiae TIM10 strain growth, BacTiter-Glo luminescence, 24 h;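 active means inhibition of 40% or more at the single tested concentration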;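 further: wild-type TIM10 isogenic control strain grown at permissive 25 °C; 0% = DMSO yeast wells and 100% = minimal medium wells without yeast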
mIAP block: blocks mouse intestinal alkaline phosphatase; purified mouse IAP, CDP-Star luminescence, 30 min; inhibition, % at 10 µM; 0.2% of 330,000 active;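 active means inhibition of at least 40% at 10 µM in the primary screen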;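 further: plate controls were DMSO with enzyme for no effect and no enzyme wells for full effect; values of inactives mirror those of a sister screen read the other way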
Apaf1 inhib: human Apaf-1 inhibition | inhibition, % at 20 µM | reconstituted apoptosome caspase-3 activity, DEVD-Rh110 fluorescence | 0.71% of 330,000 active; active means inhibition of at least 40% at 20 µM;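 further: plate controls were DMSO wells for no effect and DEVD-CHO caspase inhibitor wells for full effect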
Target sequence (O14727 whole entry, looked up): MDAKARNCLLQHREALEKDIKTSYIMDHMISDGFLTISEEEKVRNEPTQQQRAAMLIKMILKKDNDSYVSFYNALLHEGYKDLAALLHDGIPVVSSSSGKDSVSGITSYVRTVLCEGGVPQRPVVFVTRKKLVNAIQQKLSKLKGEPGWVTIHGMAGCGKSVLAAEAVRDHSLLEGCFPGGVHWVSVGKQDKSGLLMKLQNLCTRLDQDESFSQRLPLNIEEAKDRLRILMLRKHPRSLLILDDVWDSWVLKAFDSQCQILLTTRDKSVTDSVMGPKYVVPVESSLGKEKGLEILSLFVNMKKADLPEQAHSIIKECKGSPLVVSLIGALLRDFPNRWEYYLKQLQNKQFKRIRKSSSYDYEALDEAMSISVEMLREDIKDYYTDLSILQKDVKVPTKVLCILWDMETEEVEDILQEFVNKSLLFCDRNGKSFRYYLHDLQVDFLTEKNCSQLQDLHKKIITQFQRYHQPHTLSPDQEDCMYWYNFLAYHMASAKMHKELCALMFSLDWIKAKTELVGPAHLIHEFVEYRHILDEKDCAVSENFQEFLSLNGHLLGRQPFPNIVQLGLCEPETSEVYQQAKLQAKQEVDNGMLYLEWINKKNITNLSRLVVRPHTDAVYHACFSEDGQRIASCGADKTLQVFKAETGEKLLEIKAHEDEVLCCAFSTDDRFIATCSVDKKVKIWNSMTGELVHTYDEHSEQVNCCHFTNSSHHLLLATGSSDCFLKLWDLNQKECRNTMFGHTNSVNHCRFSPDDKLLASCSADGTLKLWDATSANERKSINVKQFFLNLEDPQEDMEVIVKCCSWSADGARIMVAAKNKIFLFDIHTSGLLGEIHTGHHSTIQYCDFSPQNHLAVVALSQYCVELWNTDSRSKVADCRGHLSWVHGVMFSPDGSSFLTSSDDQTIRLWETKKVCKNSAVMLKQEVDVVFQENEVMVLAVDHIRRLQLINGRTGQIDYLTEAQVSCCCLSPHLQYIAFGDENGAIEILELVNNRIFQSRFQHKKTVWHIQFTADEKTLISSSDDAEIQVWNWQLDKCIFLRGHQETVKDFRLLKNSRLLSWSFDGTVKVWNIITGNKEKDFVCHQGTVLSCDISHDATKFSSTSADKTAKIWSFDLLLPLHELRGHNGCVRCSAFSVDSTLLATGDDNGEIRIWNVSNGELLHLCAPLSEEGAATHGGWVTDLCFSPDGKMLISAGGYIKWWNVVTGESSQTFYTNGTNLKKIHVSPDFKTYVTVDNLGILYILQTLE
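detection = Rh110 fluorescence intensity | test system = biochemical Apaf-1 apoptosome reconstitution | also added = cytochrome c and DEVD-Rh110 substrate | schedule = 30 min plus 50 min, RT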
hIAP activ: human IAP activation; P09923; purified human IAP, CDP-Star luminescence, 30 min; stronger effect = higher value; 1 = vehicle-only enzyme, 0 = enzyme-free background; activation factor at 10 µM; 0.16% of 330,000 active; AID 2524;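 active means activation factor of the enzyme at least 2-fold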; further: the source names both 10 and 20 µM as test concentration; values of inactives mirror those of a sister screen read the other way
ATG4B inhibitor: blocks human ATG4B protease cleavage of LC3 substrate; inhibition, % at 8.33 µM; AID 504462; ATG4B cleavage of LC3-PLA2, NBD-HPC fluorescence, 1 h; 0.51% of 340,000 active; Q9Y4P1; in the data active means inhibition above about 40%
* marks the source's active call; other numbers are inactive results; . = no result given; & = joins results of further samples; ! = a repeat was not active.

SMILES | NLRP3 yeast inh | hIAP block | tim10-1 inh | mIAP act | TIM10 inh | mIAP block | Apaf1 inhib | hIAP activ | ATG4B inhibitor
CO/N=C/NC(=O)NOCc1c(Cl)cccc1Cl | 15 | 1 | 22 | 0.99 | 4 | 0 | 6 | 0.99 | 6
OC(CCc1cccc(Cl)c1)c1cccs1 (centres undefined) | -66 | 13 | 8 | 1 | -2 | -4 | 9 | 0.87 | 1
O=C1c2ccccc2C(=O)N1CCc1nc2ccccc2c(=O)n1-c1ccccn1 | -8 | 7 | 49* | 1 | 26 | -5 | 10 | 0.93 | -16
COc1cc(NC(=O)c2cccc(C)c2)ccc1NC(=O)c1cc2ccccc2o1 | 14 | 4 | -23 | 0.97 | 3 | 3 | -3 | 0.96 | 2
O=C(COc1ccccc1C(=O)O)Nc1ccc(SC(F)F)cc1 | 7 | -10 | 7 | 1 | 1 | 0 | 2 | 1.1 | 0
O=[N+]([O-])c1ccc2[nH]c(O)c(N=NC3CCS(=O)(=O)C3)c2c1 (centres undefined) | 7 | -6 | -3 | 0.91 | -2 | 9 | -3 | 1.1 | -3
COC(=O)c1ccc(C(=O)OC)c(NC(=O)CSc2cccc[n+]2[O-])c1 | 8 | -2 | 28 | 1.1 | 41* | -10 | -2 | 1 | 5
COCCNC(=O)CN(Cc1ccc(F)cc1)C(=O)CCC(=O)Nc1nccs1 | 16 | 6 | 15 | 1.1 | -3 | -8 | 4 | 0.94 | -5
CC(C)C(c1nnnn1Cc1ccccc1)N1CCC(C(N)=O)CC1 (centres undefined) | 20 | -3 | 13 | 1 | -9 | 0 | -6 | 1 | -9
Cc1ccccc1NC(=S)NC(NC(=O)COc1ccccc1)C(Cl)(Cl)Cl (centres undefined) | -2 | 7 | 16 | 1.4 | 4 | -42 | 15 | 0.93 | 6
Cc1ccc(S(=O)(=O)N2CCN(C(=O)CC(C)n3cncn3)CC2)cc1 (centres undefined) | 14 | 18 | -11 | 1.1 | 3 | -6 | 1 | 0.82 | 0
O=C(NCCc1cnn(-c2ccccc2)c1)c1cc(COc2c(F)cccc2F)on1 | 34 | -13 | 29 | 0.96 | 68* | 4 | 21 | 1.1 | 7
N=c1c2c(-c3ccccc3)c(-c3ccccc3)oc2ncn1CCCN1CCOCC1 | 3 | 4 | 17 | 1 | 2 | -4 | 24 | 0.96 | -23
N=c1ccn(Cc2ccc(Cl)c(Cl)c2)cc1 | 12 | -7 | -10 | 1.1 | -11 | -13 | 8 | 1.1 | 8
N#Cc1ccc(COC(=O)c2ccc3c(c2)OCO3)cc1 | 3 | -24 | 10 | 0.9 | -1 | 10 | 0 | 1.2 | 3
COc1ccc(C2NC3=C(CCC3)C3(C#N)C4(N=C(N)C23C#N)OCCO4)cc1 (centres undefined) | 19 | -5 | 14 | 1 | -3 | -1 | 12 | 1.1 | -23
O=C(NCc1ccccc1)C1=C[C@H](c2csc3ccccc23)C[C@H](OCc2ccc(CO)cc2)O1 | 15 | 1 | 5 | 0.96 | 5 | 4 | 13 | 0.99 | -10
O=C(CN1CCCC1)Nc1nc(-c2ccc3c(c2)CCN3C(=O)c2ccccc2F)cs1 | -6 | -4 | 18 | 0.87 | 14 | 13 | 14 | 1 | 0
Cc1c(Cl)cccc1NC(=S)NCc1ccco1 | 8 | 4 | 8 | 0.95 | 21 | 5 | -6 | 0.96 | 32
CCCc1cc(=O)n2[nH]c(-c3cc(OC)c(OC)c(OC)c3)nc2n1 | 5 | -10 | -12 | 1 | 4 | 0 | 1 | 1.1 | -6
CN(c1ccccc1)S(=O)(=O)c1ccc(Cl)c(C(=O)NCc2ccccc2CN2CCCC2)c1 | 14 | 10 | 24 | 1.1 | 6 | -6 | 14 | 0.9 | 8
O=C(CSc1ncn[nH]1)Nc1c(Br)cc([N+](=O)[O-])cc1Br | 14 | -25 | -7 | 0.95 | 3 | 5 | -5 | 1.2 | 0
Cc1cc(C(=O)NCc2csc(-c3ccccc3)n2)no1 | 39 | 25 | 2 | 1 | 2 | -4 | 6 | 0.75 | 10
O=C(NCc1ccccc1Cl)NC(=O)c1csc([N+](=O)[O-])c1 | 8 | 10 | 5 | 0.99 | 9 | 0 | -20 | 0.9 | -2
COc1cccc(/C=C2\CCc3ccccc3C2=O)c1 | 34 | -3 | 28 | 0.91 | 10 | 9 | 19 | 1 | 23

Other entries follow:
SMILES | NLRP3 yeast inh | hIAP block | tim10-1 inh | mIAP act | TIM10 inh | mIAP block | Apaf1 inhib | hIAP activ | ATG4B inhibitor
COc1cc(OC)cc(C(=O)NNC(=O)c2ccc(S(=O)(=O)N3CC(C)OC(C)C3)cc2)c1 (centres undefined) | 0 | 6 | 9 | 1 | -3 | -3 | 5 | 0.94 | -1
Cc1cc2c(cc1C)N(C(=O)CSc1nncn1C)C(C)(C)c1ssc(=S)c1-2 | 23 | 16 | 5 | 0.77 | 16 | 23 | 21 | 0.84 | -5
COCCOc1ccc(C(F)(F)F)cc1NC(=O)COC(=O)c1c(C)noc1C | 22 | 7 | 36 | 1 | -2 | -2 | 9 | 0.93 | 11
CCn1c(O)c(N=NC(=O)c2cccs2)c2ccccc21 | 49 | 0 | -30 | 0.98 | -19 | 2 | 11 | 1 | -5
CN(Cc1ccccc1)C(=O)C1CCN(Cc2ccc(F)cc2)CC1 | 11 | 8 | 6 | 1.2 | 26 | -15 | 14 | 0.92 | 5
COc1ccc(Nc2ccc([N+](=O)[O-])cn2)cc1 | 38 | 19 | 4 | 0.92 | -4 | 8 | -15 | 0.81 | -2
CCN1C(=O)c2cccc3c(NS(=O)(=O)c4ccc(NC(C)=O)cc4)ccc1c23 | 20 | -40 | 14 | 0.99 | 1 | 1 | 10 | 1.4 | -3
COc1cc(C(=O)NCCC(=O)NC2CCC(C)CC2)cc(OC)c1OC (centres undefined) | 1 | 8 | -15 | 0.99 | 1 | 1 | -11 | 0.92 | 10
Cc1[nH]c2ccccc2c1C(=O)COC(=O)c1cccc(S(=O)(=O)N2CCCCC2)c1 | 6 | 6 | 35 | 1 | 24 | -2 | 13 | 0.94 | -11
C/C(=N/NC(=O)C1CCN(S(=O)(=O)c2ccc(C)cc2)CC1)c1cccc([N+](=O)[O-])c1 | 21 | 13 | 21 | 0.87 | 6 | 13 | 12 | 0.87 | -8
Clc1ccccc1OCc1nnc2n1CCCCC2 | -3 | -8 | -4 | 0.94 | -10 | 6 | -9 | 1.1 | 3
Cc1ccccc1C(=O)NC(C)C1CC2CCC1C2 (centres undefined) | 12 | -8 | 14 | 1 | 10 | -3 | 5 | 1.1 | -2
CCOC(=O)Cc1nc2ccccc2[nH]1 | 9 | -14 | 21 | 0.97 | 35 | 3 | -4 | 1.1 | 7
COc1cc(C2C(C(=O)c3ccc(C)o3)=C(O)C(=O)N2c2cc(C)on2)ccc1O (centres undefined) | -1 | 25 | -26 | 0.91 | -9 | 9 | -4 | 0.75 | -8
CC(=O)c1cccc(Nc2nc(-c3sc(N)nc3C)cs2)c1 | 17 | 17 | 8 | 0.82 | 11 | 18 | -9 | 0.83 | -19
O=C(CNCc1ccc(Cl)cc1)Nc1ccc(C(=O)N2CCCCC2)cc1 | 26 | 4 | 16 | 1.1 | -5 | -6 | 13 | 0.96 | 11
COc1cc(C(=O)NC(CCSC)C(=O)OCc2cc([N+](=O)[O-])cc3c2OCOC3)cc(OC)c1OC (centres undefined) | 12 | 2 | -5 | 0.83 | -3 | 16 | 12 | 0.98 | -7
COc1cc(/C=C2/C(=N)N3N=C(CC(=O)N4CCOCC4)SC3=NC2=O)ccc1OC(C)c1ccccc1 (centres undefined) | 18 | -21 | 14 | 0.94 | 11 | 6 | 8 | 1.2 | 13
Cc1ccc(S(=O)(=O)N2C[C@@H]3[C@H]4CC[C@H](C4)[C@@H]3[C@@H](C)[C@H]2C#N)cc1 | . | . | 18 | 1.1 | 0 | -8 | 21 | . | 0
Cc1ccc(NS(=O)(=O)c2cccc(C(=O)NCCCN3CCCC3=O)c2)cc1 | 5 | -4 | 3 | 1 | -4 | 0 | 5 | 1 | -5
COC(=O)c1ccccc1NC(=O)C1CC(=O)N(c2ccc(F)cc2)C1 (centres undefined) | 6 | 6 | 9 | 1 | 0 | -1 | 1 | 0.94 | -5
Cc1ccc(S(=O)(=O)Nc2cccc3c2O[C@@H](CN(C)C(=O)Nc2ccc4c(c2)OCO4)[C@H](C)CN([C@@H](C)CO)C3=O)cc1 | -7 | -2 | 0 | 1 | 6 | -4 | 11 | 1 | -2
CO/N=C(\C(=O)N[C@@H]1C(=O)N2C(C(=O)O)=C(COC(N)=O)CS[C@H]12)c1ccco1 | 13 | -2 | 8 | 0.65 | -2 | 35 | -10 | 1 | -4
CC1=NN(c2ccc(C)cc2)C(=O)/C1=C\C=C\c1ccccc1 | 15 | -59 | 32 | 0.85 | 17 | 15 | 22 | 1.6 | -4
Cc1ccccc1OC(C)C(=O)Nc1cccnc1 (centres undefined) | 14 | -8 | 10 | 0.98 | 7 | 2 | 7 | 1.1 | 5

A different layout for 5 compounds above.
The line under a structure holds: NLRP3 yeast inh	hIAP block	tim10-1 inh	mIAP act	TIM10 inh	mIAP block	Apaf1 inhib	hIAP activ	ATG4B inhibitor
CO/N=C(\C(=O)N[C@@H]1C(=O)N2C(C(=O)O)=C(COC(N)=O)CS[C@H]12)c1ccco1
  13	-2	8	0.65	-2	35	-10	1	-4
COc1cc(C(=O)NC(CCSC)C(=O)OCc2cc([N+](=O)[O-])cc3c2OCOC3)cc(OC)c1OC (centres undefined)
  12	2	-5	0.83	-3	16	12	0.98	-7
CN(Cc1ccccc1)C(=O)C1CCN(Cc2ccc(F)cc2)CC1
  11	8	6	1.2	26	-15	14	0.92	5
COC(=O)c1ccccc1NC(=O)C1CC(=O)N(c2ccc(F)cc2)C1 (centres undefined)
  6	6	9	1	0	-1	1	0.94	-5
CCn1c(O)c(N=NC(=O)c2cccs2)c2ccccc21
  49	0	-30	0.98	-19	2	11	1	-5

Next part
SMILES | NLRP3 yeast inh | hIAP block | tim10-1 inh | mIAP act | TIM10 inh | mIAP block | Apaf1 inhib | hIAP activ | ATG4B inhibitor
CC(=O)c1ccc(O)c(CC=C(C)C)c1 | 16 | 6 | 8 | 0.85 | 3 | 14 | -5 | 0.94 | -4
CC(/C=N/n1c(COc2ccccc2)n[nH]c1=S)=C\c1ccco1 | 14 | 13 | 15 | 0.84 | 32 | 16 | 5 | 0.87 | -1
N#CC1(NC(=O)COC(=O)CSc2ccc(F)cc2)CCCCC1 | 22 | 0 | 14 | 0.92 | 5 | 8 | 2 | 1 | 2
CC(C)Cc1nc(Cl)c(C#N)c2c1CCCC2 | 13 | -11 | 3 | 0.92 | -4 | 8 | 6 | 1.1 | 4
COC(=O)c1ccc(C(=O)N2CCCC(N3CCN(c4ccc(F)cc4)CC3)C2)nc1 (centres undefined) | -8 | -25 | 6 | 0.84 | 7 | 16 | 7 | 1.2 | 0
C=C[C@]1(C)C[C@@H](OC(=O)CSCCN(CC)CC)[C@]2(C)C(C)CC[C@]3(CCC(=O)[C@H]32)[C@@H](C)[C@@H]1O (some centres undefined) | 19&10 | 4&6 | 46* | 0.89&1 | 42*! | 11&-1 | 3&-1 | 0.96&0.94 | -3&5
O=[N+]([O-])c1cccc(Nc2nc(Cl)nc(Cl)n2)c1 | 26 | -2 | 4 | 0.99 | 0 | 0 | 0 | 1 | -2
CC1=CCC2C(=O)N(c3cccc(C(=O)NCc4ccccc4)c3)C(=O)C2C1 (centres undefined) | 15 | 11 | 2 | 0.96 | 5 | 4 | 1 | 0.89 | -8
CCNC(=O)CP(=O)(c1ccccc1)c1ccccc1 | 17 | -3 | -9 | 1.1 | -4 | -6 | -7 | 1 | 1

Screens: PubChem, Sanford-Burnham Center for Chemical Genomics
